BCLXL inh – Bcl-xL (human) inhibition; GST-Bcl-xL / FITC-Bim BH3 peptide fluorescence polarization; inhibition, % at 10.9 µM; actives 0.7% (n = 320,000);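 active = inhibition above the mean of all tested compounds plus 3 SD, cutoff set per campaign, cut at about 30% in these data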;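 also: 0% = DMSO wells and 100% = unlabeled Bim-BH3 peptide competitor; inhibitors lower millipolarization by displacing the labeled peptide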
Target sequence (Q07817 whole entry, looked up): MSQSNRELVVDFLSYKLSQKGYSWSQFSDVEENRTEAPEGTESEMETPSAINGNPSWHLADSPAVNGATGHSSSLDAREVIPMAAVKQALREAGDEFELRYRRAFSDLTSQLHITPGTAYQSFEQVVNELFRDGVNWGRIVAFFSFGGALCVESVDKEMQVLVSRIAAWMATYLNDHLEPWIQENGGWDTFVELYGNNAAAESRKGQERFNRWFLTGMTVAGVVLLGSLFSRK
Fam108B inh – counter-screen for RBBP9 inhibitors: inhibitors of mouse Fam108B. recombinant Fam108B, FP-Rh probe fluorescence polarization. inhibition, % at 9.51 µM. actives 0.33% (n = 300,000). AID 1947;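 active = inhibition above the screen mean inhibition plus 3 SD, computed separately per campaign, cut at about 18% in these data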;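 also: inhibitors lower polarization as less probe binds the enzyme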
VLA-4 inh – inhibition in a human VLA-4 binding assay | actives 0.2% (n = 330,000) | inhibition, % (about 7 µM as worked out from the volumes in the protocol) | P13612 | VLA-4 expressing cells, ligand binding flow cytometry; in the data active = inhibition above about 50%
GLD-1 RNA inh – GLD-1-TGE RNA interaction inhibition (C. elegans); Q17339; purified GLD-1 + fluorescein TGE RNA, fluorescence polarization; inhibition, % at 5.96 µM; actives 0.44% (n = 320,000);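 active = percent inhibition above a per-plate cutoff, the plate mean of test compounds plus 3 SD, cut at about 30% in these data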;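 also: 0% = DMSO wells with GLD-1 and probe and 100% = wells lacking GLD-1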
Target sequence (Q17339 whole entry, looked up): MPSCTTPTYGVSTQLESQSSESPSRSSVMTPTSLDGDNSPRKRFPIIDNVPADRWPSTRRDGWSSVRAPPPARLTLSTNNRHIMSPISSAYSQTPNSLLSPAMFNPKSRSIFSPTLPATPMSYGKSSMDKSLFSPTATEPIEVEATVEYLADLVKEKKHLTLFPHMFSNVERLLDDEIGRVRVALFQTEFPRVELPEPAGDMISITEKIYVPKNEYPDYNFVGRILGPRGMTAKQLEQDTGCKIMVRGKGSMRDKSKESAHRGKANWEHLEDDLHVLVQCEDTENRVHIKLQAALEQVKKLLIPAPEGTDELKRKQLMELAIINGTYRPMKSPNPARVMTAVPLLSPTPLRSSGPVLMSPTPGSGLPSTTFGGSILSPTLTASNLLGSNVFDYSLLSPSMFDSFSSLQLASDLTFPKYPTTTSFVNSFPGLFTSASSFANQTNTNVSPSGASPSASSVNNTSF
AGP1-GFP MLPCN – alters AGP1-GFP fluorescence in TOR pathway yeast screen. AID 2066. GFP response vs DMSO, % at 10 µM. actives 0.02% (n = 320,000). S. cerevisiae AGP1-GFP multiplex flow cytometry, 3 h; GFP as percent of DMSO wells;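 active = GFP response relative to DMSO above a set limit, near screen average plus 3 SD, cut at about 150% in these data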;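 also: median GFP channel fluorescence of the gated AGP1 strain per well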
GRK2 aptamer HTS – inhibitors of human GRK2 displacing RNA aptamer. bead flow cytometry, FAM-aptamer displacement from GRK2. inhibition of aptamer binding, % at 10 µM. actives 0.59% (n = 330,000). AID 488847;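 active = inhibition of aptamer binding above 40%, roughly 3 SD of noise, on plates passing a quality check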;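 also: median bead fluorescence of bound FAM aptamer so fluorescent compounds give negative values; no value below 0 was filed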
CIT2-GFP yeast – modulators of TOR pathway CIT2-GFP in S. cerevisiae. S. cerevisiae CIT2-GFP strain, flow cytometry, 3 h; 100 means same as DMSO wells. GFP response vs DMSO, % at 10 µM. AID 2029. actives 0.065% (n = 320,000);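 active = GFP response relative to DMSO above a set limit, near the screen mean plus 3 SD, cut at about 150% in these data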;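 also: ratio of well median GFP fluorescence to mean of DMSO wells on the plate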
MCL1-BIM inh – disrupts human MCL1 binding to BIM-BH3 peptide. inhibition, % at 10.9 µM. AID 2057. GST-MCL1 / FITC-Bim-BH3 fluorescence polarization. Q07820. actives 0.68% (n = 320,000);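 active = inhibition above the mean inhibition of all tested compounds plus 3 SD, set per campaign, cut at about 40% in these data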;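 also: 0% = DMSO wells and 100% = unlabeled Bim-BH3 peptide control; higher means more loss of mP so more displacement of Bim peptide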
Target sequence (Q07820 whole entry, looked up): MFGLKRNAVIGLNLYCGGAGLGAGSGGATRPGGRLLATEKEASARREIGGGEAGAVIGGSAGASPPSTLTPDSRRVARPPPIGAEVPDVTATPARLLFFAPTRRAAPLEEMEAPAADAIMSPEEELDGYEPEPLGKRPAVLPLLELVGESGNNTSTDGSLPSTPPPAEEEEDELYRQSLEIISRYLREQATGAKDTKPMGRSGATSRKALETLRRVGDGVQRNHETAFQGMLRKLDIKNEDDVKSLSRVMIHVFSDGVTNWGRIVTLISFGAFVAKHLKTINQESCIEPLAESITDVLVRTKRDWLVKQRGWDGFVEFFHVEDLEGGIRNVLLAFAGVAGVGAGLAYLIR
MEX-5 binding – C. elegans MEX-5 TCR-2 RNA binding activity; MEX-5/FITC-TCR2 RNA binding, fluorescence polarization; stronger effect = lower value; AID 1832; actives 0.38% (n = 300,000); activity score (negative = inhibition of binding), % at 10 µM; Q9XUB2;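 active = inhibition past about -25% in most replicates, and total fluorescence under double the plate's negative control median, limit read from the data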;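 also: 0% = DMSO and -100% = 5 µM competing unlabeled TCR2 RNA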
Active calls of the source: *; nt = not tested or not shown; [ ] = another dose, or the depositor's remark. No enrichment for hits; about 2.2% have a hit in one of these screens.

structure	BCLXL inh	MCL1-BIM inh	Fam108B inh	AGP1-GFP MLPCN	GLD-1 RNA inh	VLA-4 inh	GRK2 aptamer HTS	CIT2-GFP yeast	MEX-5 binding
O=C(N/N=C/c1ccc(Cl)cc1)Nc1ccccc1	9	9	4	94	-1	-7	2	89	0.7
Cc1ccnc(NC(=O)c2ccc(Cl)s2)c1	5	-1	5	100	6	28	0	99	-0.2
O=C(NNc1ccccc1F)c1ccccc1	3	3	-1	101	0	21	2	92	3.3
Cc1cc(C)n2nc(C(=O)NNC(=O)c3ccc(Cl)cc3)nc2n1	-2	6	5	102	3	-10	1	90	-1.5
CC(C)CC(=O)Nc1ccc(Oc2ccc(NC(=O)CC(C)C)cc2)cc1	9	7	0	98	1	16	2	101	4.4
CCN1CCN(c2ccc(NC(=O)c3cc4ccccc4cc3OC)cc2C)CC1	-11	-16	nt	95	2	11	0	95	nt
Nc1nc(CN2CCN(c3ccc(F)cc3)CC2)nc(N2CCCc3ccccc32)n1	3	3	2	102	4	-11	0	106	1.9
COc1ccc(C(=O)N/C(=C\c2ccco2)C(=O)NCCCn2ccnc2)cc1	10	17	-2	103	2	-7	0	111	-2.9
CCNc1nc(NCC)nc(N/N=C(\C)c2ccc(OC)cc2)n1	-1	-6	4	94	4	48	0	97	3.7
O=C(Cc1cccs1)NCc1cccc(Br)c1	nt	nt	nt	95	nt	-4	55*	98	-1.4
Cc1ccc(CNS(=O)(=O)c2cc3c(cc2C)N(C)CCO3)cc1	3	9	-3	93	-1	-8	0	98	3.5
CN(C)CCCn1c(SCC(=O)N2c3ccccc3Sc3ccccc32)nc2ccccc2c1=O	6	6	2	99	-2	53*	0	90	-0.3
COC(=O)c1cc(C(=O)OC)cc(N2C(=O)CC(Sc3nc(C)cc(C)n3)C2=O)c1 (centres undefined)	5	5	4	106	2	2	1	115	2.5
O=C(/C=C/c1cccc(Cl)c1)Nc1ncccn1	-3	1	6	nt	-1	6	2	nt	0.9
O=C(CSc1nc2c(cnn2-c2ccccc2)c(=O)[nH]1)N1CCOCC1	9	3	2	96	-5	3	0	95	-3.4
CC(=O)c1ccc(N2CCN(C(=S)Nc3ccccc3C(F)(F)F)CC2)cc1	6	-2	4	94	1	-2	0	83	-0.7
CC(C)NC(=O)c1n[nH]c(=O)c2ccccc12	5	-6	-3	95	4	4	0	102	0.2
c1ccc(N2CCN(Cc3cnc(N4CCOCC4)s3)CC2)cc1	6	6	-1	100	7	-1	0	96	1.2
COc1ccccc1NC(=S)NCc1cccnc1	6	5	2	90	-4	13	0	96	-2.1
c1ccc(C2(CN3CCNC[C@H]3Cc3cccc4ccccc34)CC2)cc1	-1	-5	4	93	1	9	0	85	5.6
COc1ccc(C2C=C(C34CC5CC(CC(C5)C3)C4)NC(=S)N2)cc1 (centres undefined)	-7	2	3	109	-1	7	1	92	-1.1
Cc1cnc(C(=O)OCC(=O)Nc2cccc(Cl)c2)cn1	5	1	4	101	-2	10	0	107	2.4
CC1CCN(C(=O)CN(CCc2ccccc2)S(C)(=O)=O)CC1	11	11	1	103	2	-3	0	100	0.8
COc1ccc(/C=C/C(=O)N2CCCC2)cc1OC	4	-3	2	96	-9	6	1	82	-2.3
O=C(COc1cccnc1[N+](=O)[O-])N1CCc2ccccc2C1	7	-3	-3	89	10	-21	1	88	2.0
C=C(CO)C1Cc2cc(C(C)=O)ccc2O1 (centres undefined)	2	-21	2	98	2	6	5	101	-5.4
O=C(CN(Cc1ccccc1Cl)C(=O)c1csnn1)NCc1ccc(F)cc1	5	10	0	99	1	-2	2	98	2.2
O=S(=O)(C/C(=C/CO)S(=O)(=O)c1ccccc1)c1ccccc1	1	3	-1	91	-3	39	2	91	-0.4
CC(=O)Nc1ccc(NC(=O)C(C)Sc2nc3nc(C)cc(C)n3n2)cc1 (centres undefined)	5	6	-1	103	4	-3	0	98	2.0
COc1cccc(NC(=O)C2CCCN(S(=O)(=O)c3cccc4nonc34)C2)c1 (centres undefined)	1	-4	3	105	-5	-10	6	100	-1.8
CC(C)(C)c1cccc(C2(O)C(=O)c3ccccc3C2=O)c1O	5	-1	-4	106	-2	13	1	97	-1.1
OC1(c2ccccc2)CNCCc2ccccc21 (centres undefined)	2	-1	-2	91	-5	9	3	93	3.6
NNC(=O)Cn1nc(Cc2ccccc2)n(N)c1=O	6	13	nt	97	-7	-14	4	93	nt
C/C(=N\NC(=O)c1ccc(OC2CCCC2)cc1)c1ccc(O)cc1	0	2	-3	100	4	-1	0	98	-2.7
Cc1c(C(=O)Nc2ccc(N3CCOCC3)cc2)cccc1[N+](=O)[O-]	-1	1	-1	101	-5	15	2	99	5.1
CC(=O)Oc1cccc(/C=c2\sc3nc(-c4ccco4)nn3c2=O)c1	11	25	3	99	-1	4	5	96	-4.6
C=CCn1c(COc2ccc(F)cc2)nnc1SCC(=O)NC1CC1	-1	-1	5	99	1	4	0	83	-2.0
O=C(NCc1ccccn1)C1CCN(S(=O)(=O)c2ccc(Br)cc2)CC1	0	3	3	91	10	-1	0	94	-2.2
CSc1ccc(NC(=O)N2CC(C)OC(C)C2)cc1 (centres undefined)	2	1	5	nt	6	6	1	113	-1.5
COc1ccccc1NS(=O)(=O)c1cccc(C(=O)N/N=C(\C)c2cccnc2)c1	2	6	nt	105	-3	12	1	99	nt
Cc1nn(Cc2c(F)c(F)c(F)c(F)c2F)c(C)c1NC(=O)c1cccc(COc2ccc(Cl)cc2)c1	3	4	-10	97	2	12	1	103	1.6
Cc1ccc(C)c(Cc2c(C)nc(C)[nH]c2=O)c1	2	2	0	111	5	-4	0	105	-1.5
O=C(NCC1CCCO1)C(Cc1ccccc1)N1C(=O)C2C3C=CC(C4CC34)C2C1=O (centres undefined)	-2	1	-2	95	1	18	0	96	-2.8
COc1ccc(S(=O)(=O)N2CCN(C(C)C(=O)Nc3ccc(C(C)C)cc3)CC2)cc1 (centres undefined)	-6	-4	nt	106	-2	-6	0	100	nt
COc1cc(C(=O)NNC(=O)CNC(=O)C2CCCCC2)ccc1OC(C)C	nt	nt	nt	95	2	2	0	98	nt
COc1ccc(NC(=O)C(NC(=O)c2ccc(C)cc2)c2ccccc2)cc1 (centres undefined)	0	6	1	98	-5	3	4	96	-0.5
O=C1C=C(c2cc(Cl)cc(Cl)c2)C[C@@H](c2ccc3c(c2)OCO3)C1	-2	-6	nt	97	-4	-15	0	99	nt
O=S(=O)(NCc1ccccc1)c1cccs1	1	2	-1	104	4	-16	0	111	-0.1
COc1ccc(/C=N/NC(=O)c2ccc(Br)cc2)c(OC)c1	2	3	2	102	0	3	0	100	-1.0
O=C(NC(=S)N1CCCCC1)c1cccnc1	5	8	2	99	2	0	2	91	0.1

New compounds follow
structure	BCLXL inh	MCL1-BIM inh	Fam108B inh	AGP1-GFP MLPCN	GLD-1 RNA inh	VLA-4 inh	GRK2 aptamer HTS	CIT2-GFP yeast	MEX-5 binding
COc1ccc(C(CCc2ccc(C)o2)NC(=O)Nc2ccc(OC)cc2OC)cc1 (centres undefined)	4	3	6	103	1	2	0	106	-0.1
COc1ccccc1C(c1c(O)nc(SC)[nH]c1=O)c1c(O)nc(SC)[nH]c1=O	7	-1	-2	98	5	24	0	100	1.2
CCC(NC(=O)c1ccccc1NC(=O)c1ccc(OC)cc1)C(=O)N1CCCC1 (centres undefined)	4	9	-3	94	-1	-5	0	91	0.8
COC(=O)c1cc(-c2ccc(S(=O)(=O)N3CCCC(C)C3)cc2)c(C(F)(F)F)s1 (centres undefined)	3	5	1	98	1	5	1	95	1.4
O=C(NNC(=S)Nc1ccccc1)C1CC1	7	11	-1	105	4	2	3	101	-4.6
CSc1ncccc1C(=O)OCC(=O)NCCc1ccccc1	nt	nt	nt	105	6	24	2	86	nt
CCOC(=O)c1ccc(NC(=O)c2nn(CC)cc2Br)cc1	8	8	1	93	2	8	0	92	1.9
Cc1nn(C)cc1/C=C1\SC(=S)NC1=O	4	5	5	95	0	4	1	98	-2.3
CC1(C)CC(=O)c2cnc(NC(=O)CCc3ccccc3)nc2C1	9	2	-1	88	-5	-12	1	87	-0.7
COc1cccc(N2CCN(C(=O)c3ccc4nc(N5CCCCC5)sc4c3)CC2)c1	3	1	2	107	0	-15	3	100	-1.4
COC(=O)c1ccc(C(C(=O)NCc2ccccc2)N(Cc2ccco2)C(=O)c2cnccn2)cc1 (centres undefined)	9	4	-1	102	3	1	0	101	1.9
COc1ccc(Nc2cc(C)nc3nc(C)nn23)c(OC)c1	4	3	-2	103	-1	-7	0	107	-3.4
COc1ccc(CNC2=CC(=O)CC(C)(C)C2)cc1	5	11	1	103	5	-8	0	90	-0.1
CCN1C(=O)[C@H]2[C@@H](c3ccc(C)cc3)N3C(=O)N(c4ccc(C(F)(F)F)cc4)C(=O)[C@@]3(CC)[C@H]2C1=O	0	0	-3	99	8	-4	0	100	1.9
CC(C)c1ccc(NC(=O)COC(=O)[C@@H]2CCCN2C(=O)c2cccs2)cc1	nt	nt	nt	102	6	-5	6	84	nt
CCCCOc1ccc(/C=N/NC(=S)Nc2cc(C)ccc2C)cc1	0	6	8	96	-5	-21	0	125	3.6
CCOC(=O)C1=C(C)N=C(/N=C/N(C)C)SC1c1ccccc1 (centres undefined)	-3	1	0	98	1	10	0	96	-1.4
CCOC(=O)/C(C#N)=C/C1=C(N2CCOCC2)CC(C)(C)OC1	5	2	-1	105	8	-1	1	98	-0.3
O=C(NNC(=S)NC(=O)c1ccc(F)cc1)c1cccnc1	11	8	6	102	0	2	0	98	20
CC(C)C(=O)Nc1ccc(Cc2ccc(NC(=O)C(C)C)c(O)c2)cc1O	10	10	3	102	-3	3	1	99	1.5
COCc1cc(=O)[nH]c(N2CCN(Cc3ccc4c(c3)OCO4)CC2)n1	-2	2	-6	82	-2	-6	0	89	2.2
CC(=O)c1c(C)[nH]c(C(=O)NCCc2ccccc2)c1C	9	9	-3	97	2	11	0	107	-1.2
O=C(CSc1ccccc1F)OCC(=O)N1CCN(C(=O)c2ccco2)CC1	-2	0	-2	104	7	31	3	98	1.1
COc1cc(NC(=O)C(Cc2ccccc2)n2cccc2)cc(OC)c1 (centres undefined)	-2	-2	-9	102	1	2	2	88	2.3
CCCCN(CCCC)C(=S)NC(=O)C(C)(C)C	6	2	2	106	7	-2	2	101	0.9
CCC(C)(C)c1nnc(NC(=O)CCC2CCCCC2)s1	2	4	0	105	5	10	1	86	-0.5
CCC1C(=O)Nc2ccccc2N1C(=O)COc1ccccc1 (centres undefined)	0	-1	-5	116[may fluoresce green]	7	-5	1	156*[may fluoresce green]	-1.5
CCC1CN(C(=O)N2CCC(C(=O)NCCc3ccc(OC)c(OC)c3)CC2)c2ccccc2O1 (centres undefined)	2	18	-2	101	-1	3	2	106	-1.1
Cn1c(SCc2ccccn2)nc2c1c(=O)[nH]c(=O)n2C	3	0	-3	106	6	13	0	105	1.6
C/C(=N\NC(=S)Nc1ccccc1C)c1cc2ccccc2o1	-3	-7	-1	100	-10	-14	0	105	5.8

Source: PubChem
